Screens: PubChem BioAssay, several laboratories
NOD2-RIPK2 inh: NOD2-RIPK2 protein interaction inhibition; O43353; CHO BLA complementation NOD2-RIPK2, CCF4 ratio; inhibition, % at 4.98 µM; 0.38% of 360,000 active; in the data active means inhibition above about 21%;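 further: 0% = vehicle only and 100% = reference blocker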
TROY NFkB inh: blocks TROY-dependent signaling in reporter cells; Q293 LMP1-TROYcd NF-kB luciferase reporter, 4 h; AID 1347056; 0.98% of 360,000 active; inhibition, % at 10 µM;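 active means compounds whose plate-normalised and pattern-corrected inhibition of the luciferase reporter signal at the single screening dose is 50% or more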
SRC3 inh: inhibitors of human steroid receptor coactivator 3 (SRC3). Q9Y6Q9. HEK293 GAL4-SRC3 luciferase reporter, luminescence. inhibition, % at 3.6 µM. 0.17% of 360,000 active. AID 588352;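 active means inhibition above a per-campaign cutoff, the mean of all compounds plus 3 SD, cut at about 60% in these data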;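 further: 0% = DMSO-treated cells and 100% = gossypol-treated cells at 36 µM; higher means less SRC3-driven luciferase light from the GAL4 reporter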
TLR9-MyD88 block: inhibitors of human TLR9-MyD88 binding | CHO BLA complementation TLR9-MyD88, CCF4 FRET ratio | inhibition, % at 4.98 µM | 0.21% of 340,000 active | AID 504734;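 active means inhibition above the mean over all tested compounds plus 3 SD, cut at about 21% in these data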;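 further: 0% = DMSO only wells and 100% = clavulanate BLA inhibitor control wells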
TWEAK-Fn14 inh: inhibitors of TWEAK-Fn14 interaction signaling; TWEAK-stimulated Fn14 reporter cells, luciferase luminescence, 8 h; AID 1159606; 2% of 360,000 active; inhibition, % at 10 µM; in the data active means inhibition above about 50%
NR5A2 inv ag: NR5A2 inverse agonism in reporter assay; O00482; HEK293T StAR-luciferase reporter, LRH-1 transfected, 24 h; inhibition, % at 3.6 µM; 0.13% of 360,000 active; AID 602396;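 active means inhibition above the mean inhibition of all tested compounds plus 3 SD, cut at about 73% in these data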;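 further: 0% = DMSO wells and 100% = reporter-only cells lacking LRH-1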
SRC2 inh: inhibits human steroid receptor coactivator 2 | inhibition, % at 9 µM | 0.17% of 370,000 active | HEK293 GAL4-SRC2 luciferase reporter, luminescence | Q15596;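 active means inhibition above the mean inhibition of all tested compounds plus 3 SD, set per campaign, cut at about 52% in these data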;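 further: 0% = DMSO treated cells and 100% = cells given Gossypol at 36 µM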
Target sequence (Q15596 whole entry, looked up, the tested form may be a part): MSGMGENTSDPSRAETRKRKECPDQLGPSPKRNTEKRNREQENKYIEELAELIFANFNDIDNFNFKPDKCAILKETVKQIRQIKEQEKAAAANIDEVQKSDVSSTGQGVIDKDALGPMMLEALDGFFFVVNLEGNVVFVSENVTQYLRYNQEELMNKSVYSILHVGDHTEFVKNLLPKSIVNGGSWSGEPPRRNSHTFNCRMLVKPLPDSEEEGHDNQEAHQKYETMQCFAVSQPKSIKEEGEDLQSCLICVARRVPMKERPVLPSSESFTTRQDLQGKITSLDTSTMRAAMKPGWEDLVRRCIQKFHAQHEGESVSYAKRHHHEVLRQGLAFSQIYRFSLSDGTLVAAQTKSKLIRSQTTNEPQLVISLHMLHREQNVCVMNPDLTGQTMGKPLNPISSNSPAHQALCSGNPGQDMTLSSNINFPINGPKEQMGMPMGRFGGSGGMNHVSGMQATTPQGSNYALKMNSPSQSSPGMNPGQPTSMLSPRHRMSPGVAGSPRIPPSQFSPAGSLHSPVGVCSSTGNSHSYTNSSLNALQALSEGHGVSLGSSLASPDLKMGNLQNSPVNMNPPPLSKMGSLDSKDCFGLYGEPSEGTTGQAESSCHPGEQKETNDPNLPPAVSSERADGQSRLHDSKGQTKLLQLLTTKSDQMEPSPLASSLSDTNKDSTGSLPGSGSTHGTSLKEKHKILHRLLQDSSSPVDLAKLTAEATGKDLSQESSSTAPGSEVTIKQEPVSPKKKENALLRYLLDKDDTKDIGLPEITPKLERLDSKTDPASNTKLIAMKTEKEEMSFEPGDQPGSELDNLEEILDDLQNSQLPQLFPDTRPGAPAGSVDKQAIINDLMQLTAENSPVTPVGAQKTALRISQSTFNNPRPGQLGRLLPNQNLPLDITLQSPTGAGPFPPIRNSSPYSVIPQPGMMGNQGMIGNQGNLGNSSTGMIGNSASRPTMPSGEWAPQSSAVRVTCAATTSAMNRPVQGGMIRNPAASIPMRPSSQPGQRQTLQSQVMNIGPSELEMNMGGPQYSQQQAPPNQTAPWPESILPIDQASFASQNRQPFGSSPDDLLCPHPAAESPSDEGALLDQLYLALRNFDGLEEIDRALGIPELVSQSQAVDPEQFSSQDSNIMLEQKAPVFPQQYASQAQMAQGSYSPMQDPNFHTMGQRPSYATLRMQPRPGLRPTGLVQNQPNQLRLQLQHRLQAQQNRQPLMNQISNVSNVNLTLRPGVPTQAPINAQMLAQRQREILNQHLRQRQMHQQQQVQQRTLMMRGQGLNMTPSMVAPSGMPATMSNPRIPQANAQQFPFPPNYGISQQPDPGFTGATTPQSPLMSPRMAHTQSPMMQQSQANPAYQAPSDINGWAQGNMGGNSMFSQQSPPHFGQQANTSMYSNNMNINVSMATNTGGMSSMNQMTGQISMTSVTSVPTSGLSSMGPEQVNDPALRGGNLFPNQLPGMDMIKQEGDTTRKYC
ABHD5-PLIN5 inh: blocks binding of human ABHD5 to perilipin-5; Q00G26+Q8WTS1; Split G. princeps luciferase complementation, luminescence, 4 h; inhibition, % at 4 µM; 0.78% of 360,000 active;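 active means inhibition above the mean inhibition across every tested compound plus 3 SD, cut at about 22% in these data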;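 further: 0% = DMSO only wells and the 100% control is not disclosed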
Exocytosis inh: blocks lytic granule exocytosis; inhibition, % at 10 µM; AID 651702; 0.66% of 360,000 active; TALL-104 LAMP-1 surface exposure, flow cytometry; cells stimulated with thapsigargin and PMA;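 active means inhibition above about 55%, limit read from the data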
COUP-TFII inh: NR2F2 (human) inhibition, primary screen; P24468; HEK293T NGFI-A luciferase reporter, luminescence; inhibition, % at 8.6 µM; 0.7% of 370,000 active; AID 686940;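 active means inhibition above a per-plate cutoff, mean inhibition of test wells between control levels plus 3 SD, cut at about 38% in these data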;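 further: cells cotransfected with COUP-TFII expression vector driving the NGFI-A reporter; 0% = median of COUP-TF2 test wells and 100% = reporter-only cells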
NCOA1 inh: human NCOA1 inhibition. 0.12% of 360,000 active. AID 588354. Q15788. HEK293 GAL4-SRC1 luciferase reporter, luminescence. inhibition, % at 3.6 µM;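 active means inhibition above the campaign mean plus 3 SD, with each screening campaign given its own cutoff, cut at about 60% in these data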;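 further: 0% = DMSO treated cells and 100% = gossypol at 36 µM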
* = called active by the depositor; . = no result given. These rows are one share of the data, so the mix of outcomes need not match the whole.

SMILES | NOD2-RIPK2 inh | TROY NFkB inh | SRC3 inh | TLR9-MyD88 block | TWEAK-Fn14 inh | NR5A2 inv ag | SRC2 inh | ABHD5-PLIN5 inh | Exocytosis inh | COUP-TFII inh | NCOA1 inh
O=C(CN(CC1CCCO1)C(=O)CNS(=O)(=O)c1ccccc1)NCc1ccc(F)cc1 (stereo not given) | -7 | -10 | 10 | -4 | 30 | 17 | 8 | 3 | 4 | 10 | -22
Cc1cc(N2CCN(S(=O)(=O)Cc3ccccc3)CC2)n2ncnc2n1 | -4 | 12 | 10 | 3 | 7 | 7 | 6 | -1 | 0 | -6 | -12
CC(C)(C)OC(=O)C(Cc1ccc(OC(C)(C)C)cc1)NC(=O)CNC(=O)OCc1ccccc1 (stereo not given) | 11 | 18 | 11 | -5 | 14 | 14 | -9 | -2 | 0 | 20 | 22
CCOC(=O)N1CCN(C(C(=O)NC2CCCC2)c2cccc(OC)c2OC)CC1 (stereo not given) | 1 | . | . | . | . | -3 | -16 | -13 | -1 | -20 | .
CC(=O)N1CCN(c2ccc(Oc3ccc([N+](=O)[O-])c(C(F)(F)F)c3)cc2)CC1 | -10 | 35 | 20 | -5 | 48 | 42 | . | 8 | 50 | . | 31
CC(C)(C)OC(=O)C[C@H]1C/C=C\C[C@H](CC(=O)N[C@H](CO)Cc2ccccc2)C(=O)N[C@@H](Cc2ccccc2)COC1=O | -9 | -7 | 0 | -3 | 18 | -10 | -16 | -3 | 8 | 12 | 2
COc1ccccc1N(C)S(=O)(=O)c1ccc(C(=O)NCC(C)C)cc1 | -4 | 1 | 17 | -10 | -8 | -8 | -8 | 1 | 1 | -7 | 9
S=C1SCCN1Cc1ccccc1 | -6 | -10 | -16 | 2 | -9 | 13 | -52 | 2 | -2 | -2 | -19
CCCCN(CCCC)c1cn[nH]c(=O)c1Cl | -11 | 10 | 18 | 5 | 6 | 7 | 2 | -1 | 1 | 8 | -3
CC1(C)Cn2c(nnc2-c2cccc(O)c2)S1 | -3 | -7 | -1 | 1 | 8 | 10 | 16 | -3 | 0 | 0 | -3
O=C1NC(=S)SC1=Cc1ccc2c(c1)OCO2 | -6 | 0 | -40 | -2 | -4 | 2 | 16 | -1 | 0 | -15 | -25
O=S(=O)(NC1CCCCCCC1)c1ccccc1F | -4 | 2 | 6 | 3 | 9 | 7 | -3 | 2 | -2 | -18 | 9
COc1ccc(-c2nnc(SCc3ccc(C(=O)O)cc3)n2N)cc1 | 12 | -7 | 9 | -1 | 1 | -6 | -40 | 0 | -2 | 21 | -1
CC1CCCN(C(=O)c2cccc(S(=O)(=O)N3CCCC3)c2)C1 (stereo not given) | -3 | -6 | -1 | -21 | 17 | -14 | -31 | -6 | -2 | 5 | -4
Cc1noc(C)c1S(=O)(=O)NCc1ccc(CN(C)C)cc1 | -10 | -13 | -18 | 1 | 10 | -16 | 14 | 4 | -13 | 0 | 6
O=S(=O)(c1ccc2nnn(OCc3ccccc3)c2c1)N1CCOCC1 | -1 | -9 | 6 | 4 | -13 | -8 | 1 | 10 | 8 | -6 | -27
COc1cc2c(cc1OC)[C@@H](NC(=O)C(C)C)[C@H](OCc1ccccc1)C2 | 3 | -15 | -5 | -6 | 18 | 13 | 3 | -9 | 6 | -3 | -14
CCN(CC)C(=O)C1CCCN(Cc2ccccc2)C1 (stereo not given) | -5 | 8 | 9 | 4 | -3 | -6 | 13 | 3 | -2 | -19 | 1
COC(CNC(=O)c1ccc2c(c1)nc(C)n2-c1cccc(F)c1)OC | 2 | 4 | -9 | 8 | -4 | -41 | -9 | -8 | 0 | 14 | 6
c1ccc(-c2[nH]ncc2CN2CCN(Cc3ccc4c(c3)OCO4)CC2)cc1 | -7 | 6 | 16 | -5 | 20 | 10 | 20 | -6 | 7 | -5 | -1
CC(C)=CCCC(C)CN1CCC(n2nccc2NC(=O)c2cccnc2)CC1 (stereo not given) | 2 | -7 | -2 | -2 | -1 | -2 | 7 | 10 | -9 | 5 | 14
COc1ccc(CNC(=O)Cn2cccc2C(=O)c2ccccc2)cc1 | 5 | -32 | -29 | -2 | -38 | -58 | -46 | -4 | 4 | -13 | -26
CCCCCNC(=O)C(C)Sc1ccc(Cl)cc1 (stereo not given) | 8 | 1 | -3 | 3 | 2 | -12 | -3 | 2 | -4 | -4 | 22
COC1CCN(C(=O)C2CCC(=O)N(CCc3cccc(F)c3)C2)CC1 (stereo not given) | -8 | -33 | -24 | -3 | -3 | 2 | 3 | -6 | -1 | 2 | -6
Cc1nc2c(ccc3nc(NC(=O)c4ccc(S(=O)(=O)N(C)C)cc4)sc32)s1 | -1 | 7 | 9 | -1 | -28 | 3 | -11 | -3 | 7 | 17 | 2
O=S(=O)(c1ccccc1)N(c1ccccc1)S(=O)(=O)c1ccccc1 | -1 | 5 | 11 | 5 | 21 | -3 | 25 | -6 | -6 | 8 | 6
CCCCn1c(SC(C)C(N)=O)nc2cc(C(=O)OC)ccc2c1=O (stereo not given) | -7 | 3 | 3 | 2 | -10 | 12 | -10 | 1 | -1 | -8 | -2
COc1ccc(-c2csc(C(C#N)=C(O)CSc3nccn3C)n2)cc1OC | -17 | -15 | -7 | 1 | -20 | -28 | -11 | 5 | 5 | -8 | -10
Cc1nc(NC2=NCN(CCCN3CCOCC3)CN2)nc2c(C)cccc12 | -1 | -4 | -2 | -1 | -66 | 14 | . | 7 | -3 | . | 10
Cc1cc(C(=O)O)ccc1NCc1cccnc1 | 2 | 18 | -1 | -16 | -8 | -7 | 10 | -4 | -8 | -6 | -1
O=[N+]([O-])c1ccc(SCc2c(F)cccc2Cl)nc1 | 9 | -21 | 3 | 2 | -33 | 6 | 0 | 6 | -5 | 1 | 14
O=C(Nc1ccc2cn[nH]c2c1)c1ccc(S(=O)(=O)N2CCOCC2)cc1 | 1 | 6 | 17 | 3 | 29 | 0 | -7 | 0 | -1 | 7 | -2
CN(Cc1cccs1)C(=O)CN1CCN(S(=O)(=O)c2ccc3c(c2)OCCCO3)CC1 | -3 | 3 | 12 | 0 | 11 | 11 | 17 | -7 | 12 | -3 | 27
COc1cccc(OC)c1C(=O)Nc1cccc(-c2ccc3nncn3n2)c1 | 0 | -25 | 21 | 13 | 9 | 4 | -16 | -3 | -7 | 13 | 11
Cc1cccc(N2CCN(C(=O)c3ccc(N4CCCC4=O)cc3)CC2C)c1 (stereo not given) | 1 | 24 | -8 | 4 | 20 | -18 | 19 | 0 | 0 | 18 | -8
CCOc1ccccc1NC(=O)COC(=O)C(CC(C)C)N1C(=O)C2CC=CCC2C1=O (stereo not given) | 4 | 14 | 15 | 1 | -31 | -19 | 3 | -2 | 0 | 1 | -20
COc1ccccc1NC(=O)c1nc[nH]c1C(=O)Nc1ccccc1OC | 1 | 21 | 18 | -7 | 15 | 18 | -17 | -2 | -2 | 1 | 7
CC1CCN(S(=O)(=O)c2ccc(NC(=O)CN3CCCC3)cc2)CC1 | 0 | -6 | 2 | -3 | -5 | 13 | -38 | 4 | 1 | -3 | 8
Cc1cc(C)nc(/N=C(\N)Nc2ccc(S(=O)(=O)Nc3nccc(C)n3)cc2)n1 | 0 | -8 | -16 | -11 | 9 | 7 | 18 | 1 | -2 | -2 | -6
COc1cccc(CNc2ccc(S(N)(=O)=O)cc2)c1OC | 2 | 1 | -7 | 4 | 21 | -7 | 20 | -1 | -1 | -8 | -7

The closing 2 records of the section before are carried over, then new ones follow.
SMILES | NOD2-RIPK2 inh | TROY NFkB inh | SRC3 inh | TLR9-MyD88 block | TWEAK-Fn14 inh | NR5A2 inv ag | SRC2 inh | ABHD5-PLIN5 inh | Exocytosis inh | COUP-TFII inh | NCOA1 inh
Cc1cc(C)nc(/N=C(\N)Nc2ccc(S(=O)(=O)Nc3nccc(C)n3)cc2)n1 | 0 | -8 | -16 | -11 | 9 | 7 | 18 | 1 | -2 | -2 | -6
COc1cccc(CNc2ccc(S(N)(=O)=O)cc2)c1OC | 2 | 1 | -7 | 4 | 21 | -7 | 20 | -1 | -1 | -8 | -7
O=C(NCc1ccccc1)C1=C[C@H](c2coc3ccccc3c2=O)C[C@H](OCc2ccc(CO)cc2)O1 | -6 | -18 | 2 | -3 | -7 | -14 | -1 | -3 | -10 | -4 | -8
NC(=O)CC(NC(=O)c1ccccc1)c1ccc(NCc2ccc(F)cc2)c([N+](=O)[O-])c1 (stereo not given) | 1 | 11 | -23 | 12 | -7 | 22 | 16 | 3 | 4 | 10 | -21
CC(C)N(Cc1ccccc1)S(=O)(=O)c1ccc(F)cc1 | 3 | 17 | 9 | 4 | 10 | -14 | 22 | 2 | 64* | 2 | 7
COCCCNCCCCOc1ccc(Br)cc1Cl | 5 | 6 | 22 | -3 | -21 | 11 | 1 | 10 | -7 | -6 | -7
COc1ccc(CC(=O)Nc2c(C(N)=O)oc3ccccc23)cc1OC | 4 | 3 | 6 | 0 | 8 | 3 | 6 | -6 | -3 | -6 | 18
CCOC(=O)C1(C(=O)OCC)CC1c1ccccc1 (stereo not given) | -5 | 3 | -16 | 9 | -15 | -10 | -7 | -1 | 1 | 8 | -26
CCOc1ccc(N=Nc2c(=O)[nH]n3c(=O)c4c([nH]c23)CCCC4)cc1 | 0 | 7 | -4 | -2 | -5 | 11 | -8 | 2 | 1 | -7 | -19
COc1cccc(CC(NC(C)=O)C(=O)NC2CCN(c3nc(C)cc(C)c3C#N)CC2)c1OC (stereo not given) | -5 | 10 | 9 | 0 | -2 | -1 | -4 | 4 | -1 | 8 | 3
O=C(O)c1cccc(N2C(=O)Nc3ccccc3N2O)c1 | -9 | -62 | 13 | -15 | -19 | 2 | 6 | 2 | 4 | 6 | 4
COC(=O)c1cccc(NS(=O)(=O)c2cccs2)c1C | 1 | -11 | -1 | -11 | 7 | -1 | -15 | 0 | -4 | -14 | -2
CC1CC(C)CN(S(=O)(=O)N2CCC(C(=O)NCCc3ccccc3)CC2)C1 (stereo not given) | -4 | -23 | -7 | 6 | 5 | -10 | 8 | -1 | 0 | -1 | -6
CCc1cc(=O)oc2cc(C)cc(OCC(=O)NC3CCN(Cc4ccccc4)CC3)c12 | 3 | 9 | 12 | 12 | -10 | -2 | -15 | 7 | 20 | 11 | 6
CCCCNC(=O)C1CC(c2c(Cl)cccc2Cl)=NO1 (stereo not given) | -9 | -25 | 16 | -17 | 48 | -15 | 27 | -1 | -2 | 12 | 13
CCCCn1c(=O)c(CCC(=O)OCC(=O)NCc2ccc(OC)c(OC)c2)nc2ccccc21 | 0 | 5 | 13 | -8 | -34 | -10 | -6 | -1 | -3 | -12 | -15
C/C(Nc1ccc(Cl)c(Cl)c1)=C1/CCOC1=O | -19 | 3 | 7 | -9 | -16 | -8 | 4 | -5 | 2 | 6 | -15
Oc1ccc(-c2sc(Nc3ccccc3)n[n+]2-c2ccc(F)cc2)cc1 | -4 | 4 | -10 | -6 | 9 | -3 | 17 | -11 | 4 | -2 | -6
CCCCNC(=O)C(CC)(ONc1ccccc1C(F)(F)F)c1ccccc1OC (stereo not given) | -6 | -2 | -1 | -7 | -3 | -7 | -8 | -12 | 6 | 22 | -16
